Assay outcomes: PubChem, Dana-Farber Cancer Institute and Novartis Institutes for BioMedical Research (Cambridge, Mass)
UCHL1 block = inhibitors of human UCHL1 deubiquitinase; inhibition, % at 20 µM; purified UCHL1, Ub-rhodamine cleavage fluorescence; 47,000 tested, 0.2% active
USP17 inh = inhibitors of human USP17 deubiquitinase. Ubiquitin carboxyl-terminal hydrolase 17-like protein 5 (Homo sapiens), A8MUK1. purified USP17, Ub-rhodamine cleavage fluorescence, 3 h. inhibition, % at 50 µM. 47,000 tested, 6.5% active
USP7 inh = inhibitors of human USP7 deubiquitinase; Ubiquitin carboxyl-terminal hydrolase 7 (Homo sapiens), Q93009; purified USP7, Ub-rhodamine cleavage fluorescence; inhibition, % at 20 µM; 47,000 tested, 0.3% active; AID 1645854, 2021
USP8 inh = inhibitors of human USP8 deubiquitinase; 47,000 tested, 4.2% active; inhibition, % at 20 µM; AID 1645853, 2021; purified USP8, Ub-rhodamine cleavage fluorescence, 30 min; Ubiquitin carboxyl-terminal hydrolase 8 (Homo sapiens), P40818
Target sequence (P40818 whole entry, looked up): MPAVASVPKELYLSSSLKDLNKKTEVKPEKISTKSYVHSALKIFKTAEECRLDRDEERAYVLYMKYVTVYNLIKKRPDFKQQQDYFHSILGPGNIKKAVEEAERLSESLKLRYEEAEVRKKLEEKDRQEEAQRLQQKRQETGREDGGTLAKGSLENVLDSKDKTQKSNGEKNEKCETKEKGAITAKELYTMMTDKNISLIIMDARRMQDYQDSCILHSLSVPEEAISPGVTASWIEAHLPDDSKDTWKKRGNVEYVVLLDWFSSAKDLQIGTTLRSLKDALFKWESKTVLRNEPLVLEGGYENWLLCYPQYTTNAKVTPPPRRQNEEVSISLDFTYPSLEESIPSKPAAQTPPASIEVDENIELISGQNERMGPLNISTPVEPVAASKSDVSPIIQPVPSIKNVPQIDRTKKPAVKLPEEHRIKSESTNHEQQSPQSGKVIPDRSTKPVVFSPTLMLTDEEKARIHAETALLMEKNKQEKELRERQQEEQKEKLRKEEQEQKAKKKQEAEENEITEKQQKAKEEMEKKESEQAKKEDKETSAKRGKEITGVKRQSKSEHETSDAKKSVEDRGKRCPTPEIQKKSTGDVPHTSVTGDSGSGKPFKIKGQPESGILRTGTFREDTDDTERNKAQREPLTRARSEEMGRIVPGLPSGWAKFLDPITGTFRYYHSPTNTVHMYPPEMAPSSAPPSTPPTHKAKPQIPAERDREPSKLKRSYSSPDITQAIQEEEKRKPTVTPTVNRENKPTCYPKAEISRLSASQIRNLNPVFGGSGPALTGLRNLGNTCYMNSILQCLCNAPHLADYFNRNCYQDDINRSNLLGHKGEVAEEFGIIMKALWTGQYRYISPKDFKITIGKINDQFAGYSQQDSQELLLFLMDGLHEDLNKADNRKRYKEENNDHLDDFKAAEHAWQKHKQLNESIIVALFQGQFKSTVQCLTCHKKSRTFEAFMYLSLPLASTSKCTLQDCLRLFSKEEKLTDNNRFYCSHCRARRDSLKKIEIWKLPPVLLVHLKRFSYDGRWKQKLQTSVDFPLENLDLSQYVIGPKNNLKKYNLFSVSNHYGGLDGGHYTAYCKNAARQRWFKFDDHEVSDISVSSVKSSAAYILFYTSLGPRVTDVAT
USP30 inh = inhibitors of human USP30 deubiquitinase; Ubiquitin carboxyl-terminal hydrolase 30 (Homo sapiens), Q70CQ3; purified USP30, Ub-rhodamine cleavage fluorescence; inhibition, % at 25 µM; 47,000 tested, 5.3% active
OTUD3 block = inhibitors of human OTUD3 deubiquitinase; inhibition, % at 25 µM; 47,000 tested, 0.7% active; OTU domain-containing protein 3 (Homo sapiens), Q5T2D3; purified OTUD3, Ub-rhodamine fluorescence, 2 h; AID 1645858, 2021
USP10 inh = inhibitors of human USP10 deubiquitinase; Ubiquitin carboxyl-terminal hydrolase 10 (Homo sapiens), Q14694; purified USP10, Ub-rhodamine fluorescence, 60 min; inhibition, % at 20 µM; 47,000 tested, 1.1% active; AID 1645856, 2021
USP28 inh = inhibitors of human USP28 deubiquitinase; Ubiquitin carboxyl-terminal hydrolase 28 (Homo sapiens), Q96RU2; purified USP28, Ub-rhodamine cleavage fluorescence, 30 min; inhibition, % at 25 µM; 47,000 tested, 3% active; AID 1645857, 2021
The depositor's hits bear a star; nt = no result given. No stated cut-off is given here; in the data, active means inhibition above about 30%; inactive means the rest.

Keys: A = UCHL1 block; B = USP17 inh; C = USP7 inh; D = USP8 inh; E = USP30 inh; F = OTUD3 block; G = USP10 inh; H = USP28 inh
SMILES: COc1ccccc1OCCn1c(C2CC(=O)N(C(C)(C)C)C2)nc2ccccc21 (stereo not drawn)
  A = -1 | B = -6 | C = -22 | D = 6 | E = 4 | F = -5 | G = 2 | H = -7

SMILES: CCCC(=O)N1CCC(c2nnc(C(=O)Nc3ccccc3)s2)CC1
  A = -1 | B = 14 | C = 1 | D = 17 | E = 29 | F = 14 | G = -3 | H = 13

SMILES: Cn1c(COc2ccccc2)nnc1SCC(=O)Nc1ccc(N2CCOCC2)cc1
  A = -2 | B = 22 | C = 0 | D = 16 | E = 31* | F = 14 | G = 1 | H = 58*

SMILES: Cc1cccc(CN2C(=O)CCC2(C)C(=O)NC2CCCC2)c1 (stereo not drawn)
  A = -2 | B = -3 | C = -2 | D = 1 | E = -23 | F = -4 | G = 3 | H = -11

SMILES: O=C1CO[C@H]2CN(Cc3ncc[nH]3)C[C@H]2N1c1ccccc1
  A = 0 | B = -19 | C = -3 | D = -3 | E = -11 | F = 13 | G = -4 | H = 20

SMILES: COc1ccccc1[C@]12C[C@H]1CN(C(=O)Nc1ccncc1)c1cccnc1C2=O
  A = -2 | B = 15 | C = 1 | D = -10 | E = 34* | F = 13 | G = 0 | H = 7

SMILES: Cc1ccc(S(=O)(=O)N2Cc3ccccc3CC2C(=O)Nc2cccc(O)c2)cc1 (stereo not drawn)
  A = 7 | B = 14 | C = 8 | D = 4 | E = 6 | F = 9 | G = 8 | H = 29

SMILES: O=C(Nc1cccnc1)C1c2ccccc2C(=O)N(C2CCCC2)C12CCCCC2 (stereo not drawn)
  A = 0 | B = 21 | C = 7 | D = 36* | E = 18 | F = 8 | G = 9 | H = 5

SMILES: COc1cccc(OC)c1C(=O)Nc1cccc2nsnc12
  A = -3 | B = -15 | C = -4 | D = -36 | E = -38 | F = -9 | G = -3 | H = -4

SMILES: Cc1nc2cc(C(=O)NCc3ccccc3N3CCOCC3)ccc2n1C
  A = 2 | B = -1 | C = 6 | D = 0 | E = -3 | F = -1 | G = 0 | H = -1

SMILES: CCOc1ccc(NC(=O)CS(=O)(=O)c2[nH]c(-c3cccc(OC)c3)nc2-c2ccccc2)cc1
  A = 6 | B = 13 | C = 5 | D = 12 | E = 18 | F = 17 | G = 7 | H = 19

SMILES: Cc1cccc(NC(=O)NC(=O)c2ccc(C(C)(C)C)s2)n1
  A = 3 | B = 6 | C = 1 | D = 4 | E = nt | F = -1 | G = 0 | H = nt

SMILES: COc1ccc(NC(=O)CCc2nc3sc4c(c3c(=O)[nH]2)CCCCC4)cc1
  A = -6 | B = -48 | C = 0 | D = 32* | E = -181 | F = -40 | G = 10 | H = -58

SMILES: CC(C)c1ccc(NC(=O)C2CCN(S(=O)(=O)c3cccc4cnccc34)CC2)cc1
  A = 4 | B = -8 | C = 6 | D = -12 | E = 5 | F = -10 | G = 2 | H = 45*

SMILES: Cc1ccc(C(=O)NCCC(c2ccccc2)c2ccccc2)o1
  A = 3 | B = 26 | C = 9 | D = -7 | E = 20 | F = 19 | G = 7 | H = 31*

SMILES: CC(C)(NC(=O)C1CCCCC1)c1nc2c(c(C(N)=O)n1)OCCO2
  A = -1 | B = 0 | C = 81* | D = 7 | E = 0 | F = 4 | G = 0 | H = 0

SMILES: Cc1cccc(NC(=O)Nc2ccc3c(c2)N(S(=O)(=O)c2ccccc2)CC3)c1C
  A = -1 | B = 28 | C = 0 | D = -11 | E = 30* | F = -2 | G = 6 | H = -1

SMILES: O=S(=O)(Nc1ccc(Oc2ncnc3cc(Cl)ccc23)nc1)c1ccc(S(=O)(=O)c2ccccc2)s1
  A = 3 | B = 28 | C = 16 | D = -15 | E = -183 | F = -11 | G = 45* | H = -32

SMILES: Cc1cccc(CN2CC[C@@H]3[C@H](CC2)N(S(C)(=O)=O)CCS3(=O)=O)c1
  A = 0 | B = -8 | C = 0 | D = -21 | E = 2 | F = 0 | G = 0 | H = -5

SMILES: CC(C)(C)C(=O)N1CCC(Cc2cc(-c3cncc(C(=O)O)c3)ncn2)C1 (stereo not drawn)
  A = -7 | B = -2 | C = 0 | D = -13 | E = -26 | F = -4 | G = -3 | H = -4

SMILES: CN(C(=O)OC(C)(C)C)C1CCC2(CC1)Cc1c(N)nc(N)nc1O2 (stereo not drawn)
  A = -1 | B = -14 | C = -8 | D = -11 | E = -25 | F = -4 | G = -2 | H = -4

SMILES: Cc1ccc(Cn2cc(C(=O)Nc3ccccc3C(N)=O)ccc2=O)cc1
  A = 3 | B = 29 | C = 10 | D = 54* | E = 24 | F = 22 | G = 22 | H = 17

SMILES: O=C(Cc1ccc(Cl)cc1)NCc1cnc(C2CCCCO2)nc1 (stereo not drawn)
  A = 0 | B = 0 | C = 0 | D = 3 | E = 11 | F = 8 | G = 0 | H = 4

SMILES: COc1ccc2[nH]c(C(=O)NCc3ccc(C)cc3)c(N3CCCC3=O)c2c1
  A = -6 | B = -35 | C = -2 | D = -19 | E = -18 | F = -10 | G = -3 | H = -12

SMILES: Cc1ccc(CNC(=O)c2nc(-c3ccc4c(c3)OCC(=O)N4C)no2)cc1
  A = -1 | B = 19 | C = 3 | D = 5 | E = 41* | F = -1 | G = 8 | H = -10

SMILES: CC(=O)N1C[C@H]2C3(CCN(S(=O)(=O)C4CC4)CC3)CC[C@@]2(C(=O)N2CCCC2)C1
  A = 1 | B = 9 | C = 0 | D = 4 | E = 1 | F = 4 | G = 2 | H = 1

SMILES: Cn1c(NC(=O)C2CCCCC2)c(-c2cccc(Cl)c2)c(=O)c2ccccc21
  A = 4 | B = 17 | C = 1 | D = 25 | E = 29 | F = 17 | G = 2 | H = 17

SMILES: COc1ccc(-n2nnc3c(SCC(=O)Nc4cc(C)on4)ncnc32)cc1
  A = 3 | B = 57* | C = 4 | D = 5 | E = -45 | F = -3 | G = 12 | H = 0

SMILES: COc1ccc(-c2cnnn2-c2ccc(N)cc2)cc1OC
  A = 1 | B = -9 | C = 0 | D = 0 | E = 4 | F = 0 | G = -1 | H = -9

SMILES: COc1ccccc1CNC(=O)C1CCCN(S(=O)(=O)N2CCOCC2)C1 (stereo not drawn)
  A = 2 | B = 20 | C = 4 | D = 23 | E = 19 | F = 11 | G = 2 | H = 7

SMILES: COc1ccc(N2C(=O)CSC(c3ccccc3)C2=O)cc1 (stereo not drawn)
  A = 0 | B = -32 | C = -5 | D = 15 | E = -91 | F = -30 | G = -5 | H = -30

SMILES: COc1cc(C2CCN(S(=O)(=O)c3ccccn3)CC2)on1
  A = 0 | B = 7 | C = 2 | D = 12 | E = 20 | F = 1 | G = 1 | H = 11

SMILES: CCNC(=O)c1cc2c(Cl)ccc3c2n1CCO3
  A = 0 | B = -11 | C = -4 | D = 0 | E = -8 | F = -6 | G = 0 | H = 27

SMILES: Cc1noc(/C=C/Nc2cc(Cl)cc(Cl)c2)c1[N+](=O)[O-]
  A = -3 | B = 6 | C = 7 | D = -11 | E = 0 | F = 0 | G = 19 | H = -3

SMILES: COc1ccc(OC)c(C2C3=C(CC(C)(C)CC3=O)Nc3nnnn32)c1 (stereo not drawn)
  A = -1 | B = -2 | C = -3 | D = 2 | E = 0 | F = -4 | G = 2 | H = -7

SMILES: O=C(c1cn(-c2ccccc2)nc1-c1ccc(F)cc1)N1CCN(CCN2CCCC2)CC1
  A = 4 | B = -3 | C = -1 | D = 20 | E = -23 | F = 3 | G = -5 | H = -2

SMILES: Cc1ccc(N2C(=O)c3ccccc3NC2(C)c2cc3ccccc3o2)cc1 (stereo not drawn)
  A = 8 | B = 5 | C = -12 | D = 2 | E = 8 | F = 6 | G = 6 | H = 17

SMILES: O=C(Nc1ccc(-n2cccc2)cc1)c1ccc(Cl)cc1Cl
  A = 0 | B = 15 | C = 3 | D = 23 | E = -46 | F = 12 | G = 5 | H = 19

SMILES: COc1cc(C(=O)COC(=O)C2(c3cccc(F)c3)CCCC2)cc(OC)c1OC
  A = 9 | B = 2 | C = 9 | D = 0 | E = 6 | F = 7 | G = 9 | H = 8

SMILES: Cc1ccn2c(NCCc3ccccc3)c(-c3ccc(O)cc3)nc2c1
  A = 1 | B = 20 | C = 3 | D = 13 | E = 7 | F = 2 | G = 0 | H = 5

SMILES: Cc1ccc2c(c1)C(NC(=O)c1[nH]ncc1Cl)CC1(CCOCC1)O2 (stereo not drawn)
  A = 6 | B = -16 | C = 9 | D = -94 | E = 1 | F = 0 | G = 6 | H = 0

SMILES: CC1Cc2ccccc2N1CC(=O)Nc1ccc(N2CCOCC2)cc1 (stereo not drawn)
  A = -1 | B = -13 | C = -2 | D = -70 | E = -50 | F = -19 | G = -2 | H = -26

SMILES: CCOc1ccc(CCNC(=O)c2nnc(Cc3ccc(Cl)cc3)o2)cc1OCC
  A = -5 | B = -8 | C = 0 | D = -2 | E = -1 | F = -5 | G = 4 | H = 29

SMILES: Cc1ccc(CNC2=NCCNC23CCN(S(=O)(=O)c2ccccc2)CC3)cc1
  A = -1 | B = -8 | C = 0 | D = -3 | E = 5 | F = 1 | G = 0 | H = -5

SMILES: O=S(=O)(NC1COc2ccccc2C1)c1ccccc1F (stereo not drawn)
  A = 1 | B = 0 | C = 0 | D = 14 | E = 5 | F = 5 | G = 2 | H = 6

SMILES: Cn1c(CCN2CCOCC2)nc2cc(NC(=O)C3CCCCC3)ccc21
  A = 0 | B = 11 | C = 4 | D = 22 | E = 26 | F = 10 | G = 3 | H = 8

SMILES: COc1ccccc1N1CCN(C(C)C(=O)NC2CCCC2)CC1 (stereo not drawn)
  A = 0 | B = 6 | C = 1 | D = 10 | E = 18 | F = 11 | G = 0 | H = 1

SMILES: Cc1cccc(NC(=O)c2cc(-c3ccc(C)c(C)c3O)n[nH]2)c1
  A = 6 | B = 88* | C = 16 | D = 81* | E = 76* | F = 9 | G = 26 | H = 28

SMILES: Cc1ccc(S(=O)(=O)N2CCc3ccc(NC(=O)Nc4cccc(C)c4)cc32)cc1
  A = 2 | B = 5 | C = 9 | D = 10 | E = 20 | F = 13 | G = 9 | H = 24

SMILES: O=S1(=O)CCN2C(c3ccc(F)c(F)c3)=CSC2=N1
  A = 0 | B = 18 | C = 3 | D = 0 | E = 23 | F = 23 | G = 1 | H = 10

Some of the entries so far, with the structure last.
UCHL1 block	USP17 inh	USP7 inh	USP8 inh	USP30 inh	OTUD3 block	USP10 inh	USP28 inh	smiles
0	-32	-5	15	-91	-30	-5	-30	COc1ccc(N2C(=O)CSC(c3ccccc3)C2=O)cc1 (stereo not drawn)
0	7	2	12	20	1	1	11	COc1cc(C2CCN(S(=O)(=O)c3ccccn3)CC2)on1
0	-11	-4	0	-8	-6	0	27	CCNC(=O)c1cc2c(Cl)ccc3c2n1CCO3
-3	6	7	-11	0	0	19	-3	Cc1noc(/C=C/Nc2cc(Cl)cc(Cl)c2)c1[N+](=O)[O-]
-1	-2	-3	2	0	-4	2	-7	COc1ccc(OC)c(C2C3=C(CC(C)(C)CC3=O)Nc3nnnn32)c1 (stereo not drawn)
4	-3	-1	20	-23	3	-5	-2	O=C(c1cn(-c2ccccc2)nc1-c1ccc(F)cc1)N1CCN(CCN2CCCC2)CC1
8	5	-12	2	8	6	6	17	Cc1ccc(N2C(=O)c3ccccc3NC2(C)c2cc3ccccc3o2)cc1 (stereo not drawn)

Continuation:
Keys: A = UCHL1 block; B = USP17 inh; C = USP7 inh; D = USP8 inh; E = USP30 inh; F = OTUD3 block; G = USP10 inh; H = USP28 inh
SMILES: CC1CN(S(=O)(=O)c2ccc3ncsc3c2)Cc2ccccc2N1C (stereo not drawn)
  A = 0 | B = -4 | C = 1 | D = 1 | E = -17 | F = -7 | G = 0 | H = -6

SMILES: Cc1cc(C)n2nc(C(=O)N3CCCCC3c3nc4ccccc4s3)nc2n1 (stereo not drawn)
  A = 1 | B = 9 | C = 0 | D = -32 | E = 10 | F = 4 | G = -2 | H = 6

SMILES: O=c1[nH]c(=O)n(CCc2ccccc2)c2c1CN(CCc1ccccc1)CN2
  A = 3 | B = -5 | C = -12 | D = -260 | E = 10 | F = 1 | G = 2 | H = 1

SMILES: O=C(NCCN1CCOCC1)C1CCCN(c2nnc3c(Cl)cccn23)C1 (stereo not drawn)
  A = -7 | B = nt | C = -4 | D = -18 | E = -62 | F = -21 | G = -8 | H = -23

SMILES: Cc1nc(-c2ccccn2)[nH]c(=O)c1Cc1c(F)cccc1Cl
  A = -1 | B = -15 | C = -8 | D = -156 | E = 7 | F = 4 | G = 1 | H = 9

SMILES: Fc1cccnc1CN1CCCC(c2cnc(Nc3ncccn3)cn2)C1 (stereo not drawn)
  A = 0 | B = -1 | C = 2 | D = 1 | E = -7 | F = -1 | G = 0 | H = -8
